Assay outcomes as filed in PubChem.
USP17 inh: inhibitors of human USP17 deubiquitinase. Ubiquitin carboxyl-terminal hydrolase 17-like protein 5 (Homo sapiens), A8MUK1. purified USP17, Ub-rhodamine cleavage fluorescence, 3 h. inhibition, % at 50 µM. 47,000 tested, 6.5% active. AID 1645855, 2021
USP8 block: inhibitors of human USP8 deubiquitinase; 47,000 tested, 4.2% active; purified USP8, Ub-rhodamine cleavage fluorescence, 30 min; Ubiquitin carboxyl-terminal hydrolase 8 (Homo sapiens), P40818; AID 1645853, 2021; inhibition, % at 20 µM
UCHL1 inh: inhibitors of human UCHL1 deubiquitinase. Ubiquitin carboxyl-terminal hydrolase isozyme L1 (Homo sapiens), P09936. purified UCHL1, Ub-rhodamine cleavage fluorescence. inhibition, % at 20 µM. 47,000 tested, 0.2% active. AID 1645859, 2021
Target sequence (P09936 whole entry, looked up): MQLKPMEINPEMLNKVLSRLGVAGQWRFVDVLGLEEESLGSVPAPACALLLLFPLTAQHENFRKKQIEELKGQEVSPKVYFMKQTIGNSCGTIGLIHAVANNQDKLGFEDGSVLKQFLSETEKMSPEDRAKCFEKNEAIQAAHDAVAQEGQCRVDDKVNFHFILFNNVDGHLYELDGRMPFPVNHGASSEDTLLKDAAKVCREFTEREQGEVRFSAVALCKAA
USP7 block: inhibitors of human USP7 deubiquitinase. Ubiquitin carboxyl-terminal hydrolase 7 (Homo sapiens), Q93009. AID 1645854, 2021. purified USP7, Ub-rhodamine cleavage fluorescence. inhibition, % at 20 µM. 47,000 tested, 0.3% active
USP28 inh: inhibitors of human USP28 deubiquitinase | Ubiquitin carboxyl-terminal hydrolase 28 (Homo sapiens), Q96RU2 | purified USP28, Ub-rhodamine cleavage fluorescence, 30 min | inhibition, % at 25 µM | 47,000 tested, 3% active | AID 1645857, 2021
USP10 block: inhibitors of human USP10 deubiquitinase | purified USP10, Ub-rhodamine fluorescence, 60 min | inhibition, % at 20 µM | 47,000 tested, 1.1% active
Target sequence (Q14694 whole entry, looked up): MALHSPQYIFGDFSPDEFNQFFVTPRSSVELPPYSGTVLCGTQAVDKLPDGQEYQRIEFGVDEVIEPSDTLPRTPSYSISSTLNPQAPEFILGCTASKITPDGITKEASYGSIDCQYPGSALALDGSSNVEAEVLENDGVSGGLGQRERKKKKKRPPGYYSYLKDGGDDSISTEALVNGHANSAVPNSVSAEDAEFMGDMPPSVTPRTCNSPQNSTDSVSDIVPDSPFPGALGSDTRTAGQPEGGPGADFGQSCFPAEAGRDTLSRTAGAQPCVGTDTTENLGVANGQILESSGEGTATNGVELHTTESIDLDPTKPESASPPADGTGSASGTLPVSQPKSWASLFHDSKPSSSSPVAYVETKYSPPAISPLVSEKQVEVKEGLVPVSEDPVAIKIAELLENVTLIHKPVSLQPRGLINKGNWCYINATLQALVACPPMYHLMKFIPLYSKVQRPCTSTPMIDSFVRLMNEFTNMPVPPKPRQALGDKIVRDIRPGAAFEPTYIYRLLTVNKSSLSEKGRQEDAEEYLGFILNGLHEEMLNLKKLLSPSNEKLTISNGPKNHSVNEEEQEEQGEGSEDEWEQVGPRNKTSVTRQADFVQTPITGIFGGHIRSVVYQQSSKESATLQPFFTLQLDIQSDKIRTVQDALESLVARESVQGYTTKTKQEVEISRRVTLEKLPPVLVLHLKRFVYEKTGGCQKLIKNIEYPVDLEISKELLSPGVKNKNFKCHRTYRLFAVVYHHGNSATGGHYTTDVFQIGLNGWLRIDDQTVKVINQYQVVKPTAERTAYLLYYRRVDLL
USP30 block: inhibitors of human USP30 deubiquitinase. inhibition, % at 25 µM. purified USP30, Ub-rhodamine cleavage fluorescence. 47,000 tested, 5.3% active
OTUD3 block: inhibitors of human OTUD3 deubiquitinase | OTU domain-containing protein 3 (Homo sapiens), Q5T2D3 | purified OTUD3, Ub-rhodamine fluorescence, 2 h | inhibition, % at 25 µM | 47,000 tested, 0.7% active | AID 1645858, 2021
Starred values were filed as active, the others as inactive; i = inactive; · = not tested or not shown. No stated cut-off is given here; in the data, active means inhibition above about 30%; inactive means the rest.

SMILES | USP17 inh | USP8 block | UCHL1 inh | USP7 block | USP28 inh | USP10 block | USP30 block | OTUD3 block
Cc1ccc(CNCC2COCc3c(C)nnn3C2)cc1 (stereo not given) | -6 | -59 | 0 | 1 | -1 | 0 | 1 | -2
C[C@]12C(=O)N(c3ccccc3C(=O)NCCc3ccc(F)cc3)C(=O)N1CCc1c2[nH]c2ccccc12 | · | -26 | 0 | 2 | -14 | -1 | -52 | -12
Cc1ccc2nc(-c3ccc(C(C)C)cc3)cc(C(=O)N3CCC(Cc4ccccc4)CC3)c2c1 | -1 | -4 | 2 | 4 | -4 | -1 | -31 | -1
CN1[C@@H](CCC(=O)N2CCOCC2)CNC(=O)[C@@H]2[C@H]1CCN2C1CCOCC1 | · | -1 | 10 | 4 | 0 | 2 | -7 | -4
O=C(CCCn1c(=O)c2ccccc2n(Cc2ccc(F)cc2)c1=O)NCc1ccco1 | 3 | 13 | -1 | -28 | -2 | 13 | 1 | -3
O=C(Nc1cnc(N2CCCCCC2)nc1)c1cccc(F)c1 | -22 | 16 | 2 | -148 | 24 | -5 | 1 | 0
O=C1CC(c2ccccc2O)Oc2ccccc21 (stereo not given) | -19 | 1 | 3 | -102 | 5 | 5 | -26 | -5
CCOc1cc(C2C3=C(CC(C)(C)CC3=O)Nc3ccccc3N2C(=O)c2ccccc2)ccc1OCc1ccc(Cl)cc1 (stereo not given) | -9 | -14 | 5 | 8 | -5 | 5 | 0 | -4
C[C@H]1OC(=O)c2c(O)cccc2[C@H]1O | 0 | 0 | 2 | -1 | 4 | 0 | -20 | 16
N#Cc1ccc(C(=O)Nc2nc3c(s2)CN(Cc2ccccc2)CC3)cc1 | -23 | -269 | 3 | -1 | -1 | -4 | -11 | -3
Cc1noc(C)c1C1CCCN1S(=O)(=O)c1cccc(Cl)c1 (stereo not given) | 0 | 0 | 2 | 2 | · | 1 | · | 0
CCN1CCN(c2ncc(C(=O)N3CCN(c4ccccc4F)CC3)c3ccccc23)CC1 | 4 | 6 | 0 | -1 | 15 | 0 | 30 | 12
CC1CCCN(S(=O)(=O)c2cc3cc(F)ccc3oc2=O)C1 (stereo not given) | 58* | 3 | 1 | 3 | 0 | 3 | 15 | 4
CC(=O)c1c(C)[nH]c(C(=O)N2CCC(Cc3ccccc3)CC2)c1C | 27 | 6 | 1 | -1 | 18 | 0 | 19 | 13
CC(=O)N1Cc2ccccc2OC2(CCCN(CCc3ccccc3)C2)C1 (stereo not given) | 4 | 13 | 0 | 0 | 14 | -4 | 0 | 9

5 compounds drawn at random from those above:
SMILES | USP17 inh | USP8 block | UCHL1 inh | USP7 block | USP28 inh | USP10 block | USP30 block | OTUD3 block
O=C1CC(c2ccccc2O)Oc2ccccc21 (stereo not given) | -19 | 1 | 3 | -102 | 5 | 5 | -26 | -5
Cc1noc(C)c1C1CCCN1S(=O)(=O)c1cccc(Cl)c1 (stereo not given) | 0 | 0 | 2 | 2 | · | 1 | · | 0
CC1CCCN(S(=O)(=O)c2cc3cc(F)ccc3oc2=O)C1 (stereo not given) | 58* | 3 | 1 | 3 | 0 | 3 | 15 | 4
CN1[C@@H](CCC(=O)N2CCOCC2)CNC(=O)[C@@H]2[C@H]1CCN2C1CCOCC1 | · | -1 | 10 | 4 | 0 | 2 | -7 | -4
C[C@H]1OC(=O)c2c(O)cccc2[C@H]1O | 0 | 0 | 2 | -1 | 4 | 0 | -20 | 16

New compounds follow:
SMILES | USP17 inh | USP8 block | UCHL1 inh | USP7 block | USP28 inh | USP10 block | USP30 block | OTUD3 block
CN(C)C(=O)C1CCN(c2nc3ccc(-c4cccnc4)nc3s2)CC1 | -1 | 10 | 0 | 3 | -6 | -5 | -20 | -1
Cc1ccc(CN2CC[C@H]3COC(=O)N[C@@H]3C2)cc1 | -7 | 1 | -1 | 2 | -10 | 2 | 0 | 1
CCc1cccc(NC(=O)N2CCC(c3nc(C(=O)N4CCOCC4)c(C)o3)CC2)c1 | -5 | -3 | 0 | -2 | -18 | 2 | 2 | -10
Cc1c(C)c2ccc(OCC(=O)N3CC[C@@]4(O)CCCC[C@H]4C3)cc2oc1=O | 19 | 15 | 2 | 2 | 15 | -2 | 23 | 14
CS(=O)(=O)N1CCCc2cc(C(=O)NCc3ccc4c(c3)OCO4)ccc21 | -4 | 4 | 0 | 5 | 14 | 0 | 3 | 3
Cc1cc(-c2ccccc2C(=O)O)nc(C2CCCNC2)n1 (stereo not given) | 1 | -10 | 3 | 4 | 7 | 2 | 16 | 9
COc1ccc(-c2c(C)noc2NC(C)=O)cc1S(=O)(=O)N1CCCCC1 | 17 | 19 | 1 | 2 | 10 | 0 | 6 | 11
Cc1cc(C)n2ncc(C(=O)NCC3CCCO3)c2n1 (stereo not given) | 7 | 13 | 2 | 1 | 8 | -1 | 8 | 9
O=C(Nc1ccccc1Br)c1ncoc1-c1cccs1 | -7 | 12 | -1 | 3 | -9 | 3 | -9 | -8
O=C(NCC(O)c1ccc([N+](=O)[O-])cc1)c1cccc(S(=O)(=O)N2CCOCC2)c1 (stereo not given) | -26 | -93 | -2 | -156 | -8 | 0 | -7 | 0
N#C/C(=C\c1ccccc1F)c1nnc(N)s1 | -128 | -174 | -9 | 2 | -221 | -5 | i | -194
COc1cccc2cc(C(=O)Nc3nc4c(s3)COCC4)oc12 | 3 | -23 | 3 | -3 | 7 | -1 | -8 | 10
CC(=O)c1cccc(NC(=O)COC(=O)c2sc3cc(F)ccc3c2Cl)c1 | 5 | 26 | 5 | 10 | 5 | 31* | 10 | 0
Cc1noc(C)c1COc1cccc(C(=O)Nc2ccccc2)c1 | 7 | 9 | 3 | 3 | 17 | 1 | 6 | 4
O=C(CCCC(=O)OCC(=O)c1ccc(F)cc1)Nc1cccc(Cl)c1 | 11 | 13 | 3 | -15 | 15 | 5 | 3 | 8
O=C1CSC(c2cccnc2)N1Cc1ccc(F)cc1 (stereo not given) | 12 | 17 | 2 | 2 | 12 | 2 | 17 | 11
Cc1noc(-c2cccc(OCC(=O)NCC3CCCO3)c2)n1 (stereo not given) | -9 | -2 | -1 | 0 | -11 | 0 | -7 | -4
COc1cccc(O[C@@H]2C[C@@H](NC(=O)c3ccnn3C)[C@H](O)[C@H]2O)c1 | 0 | -1 | 2 | 0 | 13 | -3 | 7 | 4
CCc1cccc(C)c1NS(=O)(=O)c1ccc(/C=C/c2onc(C)c2NC(C)=O)s1 | -11 | -12 | 6 | 4 | 0 | -3 | -5 | -2
Cc1cccc(-c2nc(NC(=O)COc3ccc(F)cc3)no2)c1 | 71* | 83* | 13 | 29 | 61* | 15 | 68* | 20
CCn1c(CNC(=O)c2ccco2)nnc1SCC(=O)Nc1ccc(C)cc1 | 2 | -9 | -2 | 0 | 1 | 3 | 7 | 0
O=C(Oc1ccc(Cl)c2ccccc12)c1ccc(N2CCCC2=O)cc1 | 12 | 16 | 2 | 6 | 8 | 2 | 26 | 9
CCN(CC(=O)Nc1ccc(C#N)cc1)Cc1nc2ccccc2c(=O)[nH]1 | -6 | -12 | -1 | -2 | -4 | 1 | -15 | -15
COc1cc(C(=O)N2CCN(Cc3nnnn3-c3ccccc3)CC2)cc(OC)c1OC | 3 | -1 | 0 | -2 | 0 | 0 | 1 | 4
COc1ccc(C(=O)N2CCc3cc4ccccc4nc32)cc1 | 8 | 7 | 1 | -9 | 5 | 0 | 18 | 4
O=C(COC(=O)C1(c2cccc(F)c2)CCCC1)c1ccc2c(c1)OCCO2 | -2 | -1 | 3 | -56 | 4 | 10 | -3 | 2
CNC(=O)[C@@]12CCC3(CCN(C(=O)Cc4cccc(OC)c4)CC3)[C@@H]1CN(C)C2 | -20 | -32 | -3 | 0 | -10 | -2 | -7 | 0
CC(=O)c1cccc(NC(=O)CCS(=O)(=O)c2ccc3c(c2)SCC(=O)N3)c1 | -32 | -29 | -15 | -12 | -16 | -8 | -119 | -26
Cc1ccc2[nH]c(=O)c(CNCCN3CCOCC3)cc2c1 | -19 | -22 | -7 | -3 | -13 | -5 | -52 | -23
COc1ccc(CN2CCC3(CC2)OCCc2cnc(C)nc23)c(C)c1C | -12 | -33 | -2 | -4 | -7 | -2 | 6 | -2

Sorted by heavy-atom count (falling): some entries from above.
SMILES | USP17 inh | USP8 block | UCHL1 inh | USP7 block | USP28 inh | USP10 block | USP30 block | OTUD3 block
Cc1c(C)c2ccc(OCC(=O)N3CC[C@@]4(O)CCCC[C@H]4C3)cc2oc1=O | 19 | 15 | 2 | 2 | 15 | -2 | 23 | 14
CC(=O)c1cccc(NC(=O)COC(=O)c2sc3cc(F)ccc3c2Cl)c1 | 5 | 26 | 5 | 10 | 5 | 31* | 10 | 0
O=C(Nc1cnc(N2CCCCCC2)nc1)c1cccc(F)c1 | -22 | 16 | 2 | -148 | 24 | -5 | 1 | 0

Other results:
SMILES | USP17 inh | USP8 block | UCHL1 inh | USP7 block | USP28 inh | USP10 block | USP30 block | OTUD3 block
O=C(NC1CCCC1)c1ccc2ccc(N3CCN(Cc4cccnc4)CC3)n2c1 | -136 | 0 | -18 | -19 | -161 | -4 | i | -129
O=C(N1CCOCC1)N1CCC2(CCN(c3ncccn3)CC2)C1 | -4 | -46 | 1 | 1 | 8 | 0 | 3 | 4
C=C(C)Cn1c(CNC(=O)Cc2ccccc2)nc2ccccc21 | 11 | 10 | 1 | 1 | 11 | 2 | 22 | 10
Cc1cc(N2CCCC(O)C2)n2nc(-c3nccn3C)cc2n1 (stereo not given) | -4 | 1 | 0 | 5 | -5 | -2 | -29 | -14
COc1cccc(C(=O)NCC(c2cccnc2)S(=O)(=O)c2ccccc2)c1 (stereo not given) | 9 | 2 | 1 | 0 | · | 0 | · | 2
Cn1c(=O)[nH]c2cc(-c3noc(C4CC(=O)N(c5ccccc5)C4)n3)ccc21 (stereo not given) | 32* | -14 | -3 | 0 | -9 | 9 | -11 | -3
Cc1ccc(NC(=O)CCc2nc(CSc3nnc(-c4ccco4)o3)no2)cc1Cl | 3 | -127 | 5 | -16 | 27 | 0 | 24 | 7
O=C(CN1C(=O)c2cccnc2Sc2ccccc21)Nc1ccc(F)cc1F | -20 | 13 | 0 | 0 | -5 | -2 | -97 | -13
O=C(NCCn1c(-c2ccncc2)nc2cccnc21)c1ccc(Cl)cc1 | -22 | -13 | -8 | -6 | -15 | -5 | -76 | -21
COc1ccc(C2CC(=O)N(Cc3ccc(F)cc3)C(=O)C2)cc1OC | 47* | 5 | 7 | 8 | 4 | 2 | 7 | 15
C=C1NC(=O)c2c(sc(C(=O)OCC(=O)Nc3cccc(C)c3C)c2C)N1 | 21 | 10 | 0 | 8 | 9 | 7 | 21 | 11
CC(C)CC(=O)N1CCCC1c1nnc(C(=O)Nc2cccc(F)c2)s1 (stereo not given) | -27 | -44 | 0 | -1 | 4 | 0 | -1 | -2
Cc1noc([C@@H]2C[C@H]3CN(Cc4ccc(C)o4)C[C@H]3O2)n1 | -22 | -45 | -6 | -4 | -20 | -1 | -63 | -14
CCC1CCCCN1Cc1nc2c(c(=O)n(C)c(=O)n2C)n1CC(=O)c1ccccc1 (stereo not given) | 7 | 10 | 1 | 5 | 2 | -1 | 14 | 17
O=C(C1CCN(c2ncccn2)CC1)N1CCN(Cc2ccccc2)CC1 | -3 | 1 | 1 | 1 | 12 | 1 | 13 | 12
CN(CC(=O)N1CCN(c2cccc(Cl)c2)CC1)S(=O)(=O)c1cccs1 | -21 | -25 | -10 | -12 | -31 | -11 | -62 | -15
COc1ccc2c(c1)OC[C@@H](C)N(S(=O)(=O)c1ccc(NC(C)=O)cc1)[C@@H]2C | 3 | -1 | 3 | 2 | 2 | -3 | -3 | 7
CCCC(=O)Nc1ccc(N2CCN(c3ccccc3)C2=O)nc1 | 9 | 21 | 1 | 3 | -2 | 2 | 16 | 7
O=C(NCCN1CCOCC1)c1ccc2c(c1)ncn2-c1ccc(F)c(F)c1 | 0 | 2 | -3 | -2 | 2 | -1 | -7 | -3
CCOc1ccc2oc(C(=O)N3CCCN(C)CC3)c(C)c2c1 | -6 | 0 | 0 | -1 | · | -2 | · | -1
O=C(Nc1ccccc1Cl)N1C[C@H]2C[C@H]3[C@](C1)(CN(Cc1cccnc1)S3(=O)=O)O2 | 3 | 11 | 0 | 5 | 0 | -1 | 10 | 2
O=S(=O)(c1ccc(Cl)c(Cl)c1)N1CCN(c2ccnc3cc(Cl)ccc23)CC1 | -18 | -73 | 4 | 5 | -10 | 3 | -2 | -3
CN1CCN(c2nc(NCCCN3CCOCC3)nc3c2cnn3C)CC1 | -10 | -33 | -7 | -2 | -5 | 0 | -15 | -4
O=c1[nH]c(=O)n(CCc2ccccc2)c2c1CN(Cc1ccccc1)CN2 | -3 | 1 | -1 | -2 | 0 | -1 | 7 | -2
Cc1ccc(Cl)cc1NC(=O)N1CCN2CCCCC2C1 (stereo not given) | -3 | -1 | -1 | -4 | -6 | 0 | 1 | 1
Cc1cc(C)n2nc(C(=O)NCc3ccc4c(c3)OCO4)nc2n1 | -13 | -1 | -1 | 2 | -8 | -1 | -1 | -8
